Assay outcomes deposited in PubChem BioAssay by National Center for Advancing Translational Sciences (NCATS).
AmpC detergent: inhibitors of E. coli AmpC beta-lactamase with detergent. AmpC hydrolysis of nitrocefin, absorbance 480 nm, 0.01% Triton. Potency, µM (doses to about 114 µM), for the others: top-dose activity change, negative = inhibition, usual class: inhibitors. hit rate 0.041% among 370,000. P00811;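 further: potency means the concentration at half of the fitted maximal effect; 0% = no-compound wells and -100% = no-enzyme wells; nearly all actives have a fitted effect of over 25% in size; some results filed as inactive show a strong effect at the top dose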
Target sequence (P00811 whole entry, looked up): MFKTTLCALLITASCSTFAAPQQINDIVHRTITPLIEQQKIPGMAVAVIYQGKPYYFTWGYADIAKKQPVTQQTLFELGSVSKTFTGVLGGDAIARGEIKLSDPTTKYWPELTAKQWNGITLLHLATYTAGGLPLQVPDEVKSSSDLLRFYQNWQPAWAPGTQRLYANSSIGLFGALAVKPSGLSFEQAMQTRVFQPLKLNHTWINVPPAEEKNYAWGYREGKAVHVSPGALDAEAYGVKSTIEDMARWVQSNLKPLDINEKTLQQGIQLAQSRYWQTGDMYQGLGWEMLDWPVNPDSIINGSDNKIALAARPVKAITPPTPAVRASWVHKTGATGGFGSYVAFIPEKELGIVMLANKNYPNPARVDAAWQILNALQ
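20 mM phosphate pH 7.0 + 0.01% (detergent screen) or 0.0001% Triton X-100; 5.3 nM AmpC reagent; cpd preinc 15 min RT; nitrocefin (800 uM stock) to start; A480 q20 s × 4 min; Activity was normalised to no-enzyme and no-compound control wells.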
Cycloheximide cs: affects cycloheximide protein synthesis inhibition readout, counter-screen | cell reporter, cycloheximide protein synthesis inhibition counterscreen | hit rate 12% among 300,000 | max response, %; in the data active means max response mostly above about 13%, no sharp cut-off; inactive means mostly below about 14%; further: read at 38.3 µM for the half of the compounds with a filed dose; 0% is about no effect
AMA1-RON2 inh: disrupts binding of P. falciparum AMA1 to RON2; AlphaScreen AMA1-biotinylated RON2 peptide binding; Potency, µM (doses to about 58.2 µM), without a hit: at the highest dose activity change, negative = inhibition, hits mostly inhibitors; hit rate 0.2% among 360,000; AID 720542;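 further: potency means the concentration at half of the fitted maximal effect; 0% = vehicle wells and -100% = peptide control; nearly all actives have a fitted effect of over 45% in size; some results filed as inactive show a strong effect at the top dose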
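AMA1 (3D7) with his tag at 25 nM final met compounds first, then biotinylated RON2 peptide at 25 nM; detection used donor plus acceptor beads, 10 µg/mL apiece, read by AlphaScreen after 30 min at room temperature.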
AmpC no deterg: inhibitors of E. coli AmpC beta-lactamase without detergent; P00811; AmpC nitrocefin hydrolysis, absorbance 480 nm, 0.0001% Triton; Potency, µM (titrated, usually from 57.1 µM), without a hit: at the top dose activity change, negative = inhibition, hits mostly inhibitors; hit rate 0.52% among 330,000; AID 485341;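 further: potency means the concentration at half of the fitted maximal effect; plate controls were no compound for no effect and no enzyme for full effect; nearly all actives have a fitted effect of over 20% in size; some results filed as inactive show a strong effect at the top dose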
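AmpC (5.3 nM in the dispensed reagent) in 20 mM phosphate pH 7.0 with 0.01% (detergent screen) or 0.0001% Triton X-100 was preincubated with compounds for 15 min at room temperature. Nitrocefin was then added from an 800 uM solution, and hydrolysis was followed at 480 nm.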
Giardia FBPA inh: inhibitors of Giardia lamblia fructose-1,6-bisphosphate aldolase; A8B2U2; purified Giardia FBPA; Potency, µM (titrated, usually from 59.6 µM), for the others: top-dose activity, negative = inhibition, usual class: inhibitors; hit rate 0.71% among 290,000; further: potency means the concentration at half of the fitted maximal effect; on the % scale 0 is the no-effect control and ±100 the full control effect; nearly all actives have a fitted effect of over 55% in size
Target sequence (A8B2U2 whole entry, looked up): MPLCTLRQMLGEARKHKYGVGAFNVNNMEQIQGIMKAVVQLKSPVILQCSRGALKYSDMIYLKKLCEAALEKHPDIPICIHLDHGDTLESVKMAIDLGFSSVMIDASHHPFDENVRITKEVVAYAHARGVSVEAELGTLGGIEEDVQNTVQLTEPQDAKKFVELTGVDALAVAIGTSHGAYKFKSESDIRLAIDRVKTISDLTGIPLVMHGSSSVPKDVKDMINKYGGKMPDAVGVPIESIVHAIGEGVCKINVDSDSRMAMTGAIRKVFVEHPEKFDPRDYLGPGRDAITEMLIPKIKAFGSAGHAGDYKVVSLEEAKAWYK
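Giardia FBPA (40 nM reagent) was preincubated 10 min at RT with compound (up to 57.5 uM final), then substrate plus GAPDH/TPI/NAD/arsenate coupling system with diaphorase/resazurin was added; resorufin fluorescence (525/598 nm) was read after 20 min.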
Shiga toxin inh: blocks Shiga toxin action in Vero cells; Vero cells, Shiga toxin protein synthesis inhibition reporter; inhibition, % at 38.7 µM; hit rate 9.2% among 290,000; in the data active means inhibition mostly above about 28%, no sharp cut-off; inactive means mostly below about 43%; further: 0% is about no effect
HCMV antiviral: inhibitors of human cytomegalovirus. HFF cells, HCMV-luciferase reporter, 72 h; active compounds read low. hit rate 4.5% among 410,000. activity change, negative = inhibition, % at 57.5 µM; in the data active means activity change below about -60%; inconclusive means no clear call, values can overlap the other calls; inactive means above about -39%; further: on the % scale 0 is the no-effect control and ±100 the full control effect
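After 16 h attachment at 37C, HFF cells received test compound and HCMV-luciferase (1 PFU/cell); reporter luminescence read 72 h later, data normalized against buffer-only and known inhibitor Salinomycin.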
* hit, by the source's call; ? = inconclusive; · = not tested or not shown; [ ] = another dose, or the depositor's remark. Unless noted, the call rests on the fitted dose curve; in most records, active means well fitted curve in the direction sought with a large enough effect; inconclusive means small, poorly fitted or top-dose-only effect, or another doubt; inactive means no such curve, though single readings can be large; an effect the other way counts as inactive or inconclusive.

Molecule | AmpC detergent | Cycloheximide cs | AMA1-RON2 inh | AmpC no deterg | Giardia FBPA inh | Shiga toxin inh | HCMV antiviral
COc1cccc(SCC(=O)N2CCN(c3ccccc3)CC2)c1 | -0.9% | 4.4 | 1.0% | 16.0% | 2.8% | 4.5 | 3.0
Cc1ccccc1-n1c(SCC(=O)N2CCN(c3ccccc3)CC2)nnc1-c1ccncc1 | -12.7% | -2.1 | -10.6% | 70.3%[activator] | -14.5% | 36.8 | ?
CC1(C)O[C@@H]2[C@H](O1)[C@@H](COS(=O)(=O)O)O[C@H]2n1ccc(=O)[nH]c1=O | -5.7% | · | 0.3% | -12.0% | · | · | -6.1
Cc1cccc(C)c1-n1c(C)cc(/C=N\NC(=O)CC(=O)NC2CCCCC2)c1C | -4.6% | 0.7 | 7.0% | 41.8% | 0.7% | -15.8 | ?
O=C(Cn1nc(Cc2cccnc2)c2ccccc2c1=O)N1CCN(C(=O)c2ccco2)CC1 | -12.1% | -3.7 | -0.4% | -3.2% | -1.1% | -10.7 | -0.2
O=C(CSCC(=O)N1CCOCC1)Nc1nc(-c2ccc3c(c2)OCO3)cs1 | ? | 33.2* | -13.6% | 16.9% | 0.1% | 34.6 | 95.3
CCN(CC)CCN(C(=O)c1ccc(C(=O)c2ccccc2)cc1)c1nc2cc3c(cc2s1)OCO3 | 5.7% | 3.5 | -5.6% | -10.9% | ? | 9.5 | 36.5
COc1ccc(CN2CCN(CC=C(C)C)C(CCO)C2)cc1Cn1cncn1 (stereo not drawn) | 5.5% | -2.2 | 27.8% | -5.9% | 8.0% | -16.3 | 25.9
CCN(CC(=O)NCc1ccc(F)cc1)C(=O)COc1ccccc1[N+](=O)[O-] | · | · | 4.7% | -11.7% | · | · | 10.0
Cc1ccc(S(=O)(=O)N(C)/N=C/C=C/c2ccccc2)cc1 | -2.5% | 0.3 | -7.6%[2.32 µM] | -28.8% | 1.6% | 2.4 | -12.0
Cn1cccc1CC(=O)N/N=C/c1cccc2ccccc12 | -4.4% | 22.1* | 41.5%[activator] | -43.4% | 0.1% | 33.1* | 25.3
CCOC(=O)c1[nH]c2ccccc2c1NC(=S)Nc1ccccc1 | -4.7% | 23.0* | 105.9%[activator] | -41.9% | 0.0% | 28.4 | -7.2
CCCCNC(=O)c1ccc(CS(=O)(=O)c2ccc(C)cc2)o1 | 3.5% | -2.6 | 0.3% | -19.0% | 0.7% | 12.1 | -19.8
CCOC(=O)C1CCN(C(=O)c2cc3cc(C)ccc3[nH]2)CC1 | 0.0% | 13.0 | -0.8% | 23.6% | 10.1% | 17.7 | 8.2
O=C(Nc1cccc(-c2ccc(N3CCCCC3)nn2)c1)c1ccc(Br)o1 | ? | · | -7.4% | ? | · | · | 44.4
Cc1cnc(NC(=O)c2sc3ccccc3c2Cl)s1 | -6.3% | 57.2* | 81.9%[activator] | -5.2% | 1.8% | 63.5* | -13.8
C=CCNC(=O)COC(=O)c1c2c(nc3ccccc13)CCC2 | 0.3% | 6.3 | -15.7% | -40.3% | 5.7% | -2.6 | -15.2
COc1ccc(-n2cnnc2SCC(=O)NC2CCCc3ccccc32)cc1 (stereo not drawn) | -6.1% | -1.0 | -21.8% | -2.3% | 4.9% | -10.2 | -36.6
O=C(O)C1Cc2[nH]cnc2C(c2cccc([N+](=O)[O-])c2)N1 (stereo not drawn) | -14.1% | -2.0 | 39.6%[activator] | -22.2% | -29.8% | -8.2 | 100.0
Cc1ccc(NC(=O)c2ccc(=O)[nH]n2)cc1S(=O)(=O)Nc1ccccc1Cl | 13.1% | · | -9.1% | -6.1% | · | · | 0.1
CC1CCN(c2ccc(C(=O)Nc3ccc4c(c3)OCO4)cc2[N+](=O)[O-])CC1 | -14.3% | 7.6 | ? | -51.2% | -18.1% | 16.4 | -60.8*
COc1ccc(N(C)S(=O)(=O)c2cccc(C(=O)NCc3ccc(C)cc3)c2)cc1 | -2.8% | · | 4.2%[11.6 µM] | -32.7% | · | · | -17.7
COc1ccc(Nc2nc(-c3cccs3)nc3ccccc23)c(OC)c1 | 1.2% | 5.3 | -5.1%[2.32 µM] | 4.3% | -3.2% | 21.8 | -33.3
COc1ccc(Nc2cc(C)nc3nc(C)nn23)cc1Cl | ? | 4.3 | 7.4% | 13.0% | 10.5% | 7.9 | 19.5
c1ccc(SCc2nc(-c3cccnc3)no2)cc1 | -6.6% | 36.4* | 7.8% | 0.4% | 1.0% | 108.0* | 80.3
Cn1c(CC(=O)Nc2ccccc2F)nnc1SCC(=O)NC1CCCCC1 | -4.2% | 6.5 | 12.0% | 0.7% | 3.8% | -2.1 | 6.1
CCOC(=O)C1=NN(c2ccccc2)C(=O)/C1=C\c1ccc(N(C)C)cc1 | 3.1% | -2.1 | ? | -25.5% | 8.4% | 10.4 | -10.7
c1ccc(Cn2nnnc2CN2CCN(Cc3ccc4c(c3)OCO4)CC2)cc1 | ? | -10.9 | -3.1% | 39.0% | 5.4% | -24.7 | ?
COc1ccccc1CNC(=O)c1ccc(N(C)S(=O)(=O)c2ccc(C)cc2)cc1 | -10.9% | -0.7 | -22.6% | 0.8% | · | 4.4 | -11.6
CCc1cccc(CC)c1NC(=O)COC(=O)Cc1ccsc1 | -4.7% | -1.7 | 4.8% | -21.7% | 2.3% | 10.0 | 12.5
C/C(=N\NC(=O)NC1CCCCC1)c1ccco1 | -8.4% | 11.8* | -1.6% | -8.2% | 0.6% | 22.9 | -3.8
O=C(Nc1ccccc1C(=O)NCCCn1ccnc1)c1ccc(Cl)cc1Cl | 6.1% | -3.1 | 1.8% | 5.4% | 3.5% | -10.2 | 2.9
COc1ccc(-c2sc3cc(OC)c(OC)cc3c2C#CC2(O)CCCCC2)cc1 | 4.1% | · | -4.8% | 45.2% | · | · | 8.7
Cc1ccc2cc(N)ccc2n1 | -6.0% | 2.0 | -16.4% | -12.7% | ? | 3.5 | -8.9
Cc1ccc([C@H]2C(C#N)=C(N)Oc3cc(C)oc(=O)c32)o1 | -4.0% | -9.5 | 12.6% | -11.4% | 4.5% | -28.9 | 17.2
CCOc1ccc(NC(=O)C2CCCN(C(=O)NCc3ccccc3)C2)cc1 (stereo not drawn) | -2.6% | -1.7 | 4.0% | -16.8% | -1.1% | 13.7 | 24.5
O=C(COc1ccc2c3c(c(=O)oc2c1)CCC3)NCCN1CCOCC1 | -8.1% | -6.3 | -6.5% | -20.0% | -4.4% | -4.2 | -32.1
CCC(C)NC(=O)c1ccc2c(c1)N(Cc1ccccc1)C(=O)CS2 (stereo not drawn) | -0.7% | -8.0 | -1.3% | -23.3% | -5.5% | -17.7 | 45.0
O=C(CCNC(=O)Cn1ccc2ccccc2c1=O)NCCCN1CCN(c2ccccc2F)CC1 | 7.3% | -1.7 | 14.5% | 93.9%[activator] | -2.5% | -8.5 | -13.9
O=C(CN1CCCCC1)N1c2ccccc2Sc2ccc(C(F)(F)F)cc21 | -0.4% | -3.6 | -16.3% | 33.3% | -8.1% | -6.3 | -33.1

Part of the list above, with each value named:
O=C(COc1ccc2c3c(c(=O)oc2c1)CCC3)NCCN1CCOCC1
  AmpC detergent = -8.1%
  Cycloheximide cs = -6.3
  AMA1-RON2 inh = -6.5%
  AmpC no deterg = -20.0%
  Giardia FBPA inh = -4.4%
  Shiga toxin inh = -4.2
  HCMV antiviral = -32.1

COc1ccc(-c2sc3cc(OC)c(OC)cc3c2C#CC2(O)CCCCC2)cc1
  AmpC detergent = 4.1%
  Cycloheximide cs = ·
  AMA1-RON2 inh = -4.8%
  AmpC no deterg = 45.2%
  Giardia FBPA inh = ·
  Shiga toxin inh = ·
  HCMV antiviral = 8.7

Additional entries follow:
Molecule | AmpC detergent | Cycloheximide cs | AMA1-RON2 inh | AmpC no deterg | Giardia FBPA inh | Shiga toxin inh | HCMV antiviral
CC1CCCCN1CCNC(=O)c1ccc2c(c1)N(Cc1ccccc1F)C(=O)c1ccccc1S2=O (stereo not drawn) | -12.2% | -5.0 | 6.9% | 231.9%[activator] | 11.2% | -10.6 | ?
CC(=O)Nc1ccc(NC(=O)C(C)OC(=O)CCN=C2NS(=O)(=O)c3ccccc32)cc1 (stereo not drawn) | 6.4% | 0.9 | -10.5% | -12.0% | · | 9.4 | -0.6
CC(=O)Nc1cc(-c2nn(CC(=O)N3CCCCC3)c(=O)c3ccccc23)ccc1N1CCOCC1 | ? | 0.8 | 0.0% | 23.6% | -0.3% | 1.7 | ·
C(=N\Nc1nc(Nc2ccccc2)nc(Nc2ccccc2)n1)/c1ccncc1 | -0.4% | -1.6 | -21.4% | -22.5% | 0.8% | -9.2 | ?
O=C(Cc1ccccc1)NCC(=O)N/N=C/c1ccc([N+](=O)[O-])s1 | ? | -1.4 | 12.1% | -13.7% | -6.7% | -2.8 | -37.7
CCS(=O)(=O)c1ccc2oc(SCC(=O)Nc3ccc(OC)cc3OC)nc2c1 | 2.9% | 1.9 | -0.4% | -16.9% | 4.9% | 23.8 | -17.1
COCCCNC(=S)N1CCC(NC(=O)Nc2ccc(C)cc2)CC1 | -2.1% | -3.1 | -4.1% | 11.0% | 0.8% | -29.0 | -38.5
COc1cccc(C(=O)CN(C(=O)c2ccc(Cl)c(Cl)c2)N2C(=O)c3ccccc3C2=O)c1 | 1.6% | 3.6 | -4.6% | -40.1% | 0.6% | 5.2 | 29.3
Cc1cc(C(=O)NCc2ccc(F)cc2)c2ccccc2n1 | -3.9% | 8.9 | -1.7% | -12.0% | 4.7% | -4.7 | -9.2
CC(C)C(c1nnnn1Cc1ccccc1)N1CCc2ccccc2C1 (stereo not drawn) | -10.6% | -2.1 | -1.7% | -22.2% | -26.9% | 10.4 | 79.7
Cc1c(C(=O)OCC(=O)NCc2ccccc2)oc2ccccc12 | 0.0% | · | -0.9% | -42.5% | · | · | -3.3
CC1CCC2C(=O)N(c3ccc(Cc4ccncc4)cc3)C(=O)C2C1 (stereo not drawn) | 6.2% | 0.4 | -15.7% | 6.7% | 8.1% | -12.2 | -74.9*
COc1ccccc1CNC(=O)C(NC(=O)c1ccccc1)C(C)C (stereo not drawn) | 3.9% | 0.6 | 25.5% | -31.6% | 4.0% | 21.7 | 7.1
CCOc1ccc2[nH]cc(-c3csc(N)n3)c2c1 | -6.6% | 8.5 | 19.1% | -37.0% | -22.4% | -1.5 | -10.3
Cc1ccnc2nc(C(=O)N3CCN(S(=O)(=O)c4ccccc4)CC3)nn12 | ? | -4.9 | -2.3% | -16.0% | 7.3% | -15.7 | -37.0
C=CCNC(=O)c1ccccc1NC(=O)c1ccc(Cl)c(S(=O)(=O)Nc2ccccc2)c1 | -7.0% | -1.3 | -7.6% | -30.3% | · | 14.7 | -15.1
